# NTR1 ag: agonists of NTR1, primary screen, imaging, U2OS cells, beta-arrestin-GFP, high content (AID 493036) | P30989 | NTR1-U2OS beta-arrestin-GFP spot imaging, agonist mode | activation, % at 20 µM | 0.17% of 330,000 active;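 active = activation at or above 40% of the spot to cytoplasm intensity ratio, with at least 20 cells analyzed; inconclusive = wells under 20 cells, flagged as cytotoxic or low count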;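 also: 0% = DMSO without peptide and 100% = 100 nM NTR1 peptide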
# Target sequence (P30989 whole entry, looked up): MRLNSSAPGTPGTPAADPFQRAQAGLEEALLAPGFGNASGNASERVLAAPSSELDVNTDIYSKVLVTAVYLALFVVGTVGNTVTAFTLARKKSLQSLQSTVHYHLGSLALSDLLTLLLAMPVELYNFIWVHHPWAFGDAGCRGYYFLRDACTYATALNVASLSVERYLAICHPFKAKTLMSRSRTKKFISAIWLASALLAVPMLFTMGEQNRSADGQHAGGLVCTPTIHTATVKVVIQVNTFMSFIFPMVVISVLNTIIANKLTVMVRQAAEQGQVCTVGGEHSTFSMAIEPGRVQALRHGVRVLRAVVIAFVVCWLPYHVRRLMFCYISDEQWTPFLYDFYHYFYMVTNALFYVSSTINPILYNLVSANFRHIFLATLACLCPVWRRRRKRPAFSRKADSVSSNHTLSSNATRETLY
# PhoP inhibition: PhoP-dependent GFP reporter repression – Salmonella Typhimurium, primary screen (AID 1863). one-dose inhibition, % at 50 µM; IC50 in µM for titrated hits. 0.16% of 300,000 active. S. Typhimurium PhoP-regulated promoter GFP reporter, 4 h; higher % means a stronger effect;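 active = inhibition over 29.93%, a cutoff 3 SD above the screen mean, later confirmed by dose response; inconclusive = inhibition over 29.93% but no dose response follow-up; inactive = inhibition at most 29.93% or unconfirmed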;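 also: 0% = low Mg2+ inducing control and 100% = high Mg2+ repressing control; strong numbers were not always called active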
# T cell HTS: T cell immune modulation candidate; 2C CD8+ T cell-vesicle binding, flow cytometry; stronger effect = lower value; calls only at 7 µM; 0.068% of 330,000 active; AID 2052;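 active = response, share of CD8 T cells binding vesicles, and their 90th percentile fluorescence all below set limits, cut at about 80% in these data, passing the limit was not always enough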
#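 Also added: QL9-peptide-loaded Drosophila micro-vesicles bearing Ld, ICAM-1 and B7-1; Test system: purified 2C TCR transgenic mouse naive CD8+ T cells; Measured by: cytometric PE anti-B7-1 and Alexa647 anti-CD8 signals after 1% paraformaldehyde fixation; Timing: binding step 1.5 h, 37 °C, antibody labelling 20 min, ice.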
# Dengue-2 NS5 capping: Dengue-2 NS5 methyltransferase inhibitors, primary screen, biochemical, confirmation dose response (AID 588689); inhibition, % at 25 µM; hits with a dose series show IC50 in µM; 0.3% of 340,000 active; Dengue-2 NS5 methyltransferase capping enzyme assay, biochemical; higher % means a stronger effect; in the data active = a potency from the dose series; inconclusive = inhibition above about 29% without an active follow-up result
# West Nile virus CPE: inhibition of WNV-induced cytopathic effect – cell-based, CPE readout (AID 1621). West Nile virus-infected cells, CPE inhibition; higher % means a stronger effect. 0.02% of 290,000 active. CPE inhibition, % at 10 µM, or IC50 in µM where a hit was titrated; in the data active = a potency from the dose series; inconclusive = CPE inhibition mostly from about 3.7% at the one dose, without a potency; inactive = the rest, 99 in 100 with CPE inhibition below about 2.2%; also: strong numbers were not always called active
# K1F lysis inhibition: protection from phage-mediated lysis, alamar blue read-out – E. coli UTI89, K1F phage, bacterial capsule biogenesis inhibitors (AID 488966). E. coli UTI89 K1F phage lysis, alamar blue, 2 h; higher % means a stronger effect. 0.02% of 340,000 active. inhibition, % at 100 µM, or IC50 in µM where a hit was titrated;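 active = phage lysis inhibition, versus mean bacterial control, above a set limit; inconclusive = no clear call, values can overlap the other calls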;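 also: capsule biogenesis inhibitors block K1F phage lysis so surviving cells raise fluorescence; higher fluorescence means more inhibition of phage lysis; actives were called in the ten point dose series up to 300 µM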
# RSV antiviral HEp-2: RSV antiviral activity via CPE protection, HEp-2 cells, primary 10 µM value included (AID 2391) | HEp-2 cells, RSV-induced CPE inhibition; higher % means a stronger effect | CPE inhibition, % at 10 µM, or IC50 in µM where a hit was titrated | 0.13% of 310,000 active; in the data active = a potency from the dose series; inconclusive = CPE inhibition mostly from about 23% at the one dose, without a potency; inactive = the rest, 99 in 100 with CPE inhibition below about 21%; also: strong numbers were not always called active
# Large T inhibition: SV40 large T antigen inhibitors, biochemical (AID 1903); SV40 large T antigen ATPase/helicase inhibition assay; higher % means a stronger effect; one-dose inhibition, % at 20 µM; IC50 in µM for titrated hits; 0.39% of 310,000 active; in the data active = a potency from the dose series; inconclusive = inhibition mostly from about 32% at the one dose, without a potency; inactive = the rest, 99 in 100 with inhibition below about 32%; also: strong numbers were not always called active
# Rac1 GTP hydrolysis: MgcRacGAP GTPase-activating activity inhibitors, confirmation, biochemical, ADP Hunter fluorescence | MgcRacGAP-stimulated Rac1 GTP hydrolysis, ADP Hunter fluorescence; higher % means a stronger effect; GST-tagged Rac1 F28L mutant substrate | one-dose inhibition, % at 30 µM; IC50 in µM for titrated hits | 0.6% of 340,000 active;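 active = first-screen hits whose inhibition reached a set limit at any dose in the follow-up dose series; inconclusive = inhibition above the set first-screen limit but never retested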;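 also: fluorescence reports GDP produced by GAP-driven GTP hydrolysis; strong numbers were not always called active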
# T cell HTS vesicle-bound %: also measured in T cell HTS; calls as there; double positive events, %; measured here: CD8+ vesicle-bound cell fraction;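 binding gate set so that unloaded-vesicle control wells show 10% double positive cells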
# NTR1 ag cell count 20 µM: further read-out of NTR1 ag, marked with its call; cell count; measured here: cell count, cytotoxicity flag
# Dengue-2 NS5 capping pilot replicate: second read-out of Dengue-2 NS5 capping, no call of its own (marks repeat the call); inhibition, %; measured here: pilot screen replicate inhibition
# Active calls of the source: *; i = inactive; ? = inconclusive; · = no result given; [ ] = another dose, or the depositor's remark.
SMILES,NTR1 ag,NTR1 ag cell count 20 µM,PhoP inhibition,T cell HTS,T cell HTS vesicle-bound %,Dengue-2 NS5 capping,West Nile virus CPE,K1F lysis inhibition,RSV antiviral HEp-2,Large T inhibition,Rac1 GTP hydrolysis,others
Cc1ccc(OCC(=O)N/N=C\c2ccc(O)cc2)c([N+](=O)[O-])c1,-0.5,88,-5%,i,28,3%,-0.4%,-0.9%,-0.5%,13%,17%,
O=C(Nc1cccc([N+](=O)[O-])c1)c1ccc(CSc2ccccc2)cc1,3.1,75,-9%,i,53,-1%,-0.6%,-0.2%,1.2%,21%,0%,
Cc1ccccc1NC(=O)COC(=O)CCc1c[nH]c2ccccc12,-2.5,64,·,i,32,5%,·,0.5%[50 µM],0.9%,·,0%,
O=C(c1ccccc1-c1ccccc1)N1CCCC1,1.9,55,2%,i,56,0%,0.2%,1.7%,2.5%,10%,7%,
O=C(/C=C/Nc1ccc(Oc2ccccc2Cl)cc1)c1ccco1,1.7,44,4%,i,43,-12%,-0.6%,0.2%,8.1%,31%,3%,
CC1CN(S(=O)(=O)c2cccc(C(=O)N=c3sccn3C)c2)CC(C)O1 (stereo not given),0.5,70,-6%,i,47,-1%,·,1.0%[50 µM],1.4%,5%,5%,
C=CCN(Cc1nc(-c2ccccc2)no1)C(=O)c1ccc2c(c1)OCO2,-2.6,50,2%,i,49,1%,-1.0%,0.4%,?,17%,3%,
O=C(C[C@@H]1C/C=C\C[C@H](NC(=O)OCC2c3ccccc3-c3ccccc32)C(=O)OC[C@@H]2CCCN2C1=O)N[C@H](CO)Cc1ccccc1,-0.7,53,·,i,16,4%,·,2.2%,·,·,6%,
CCOC(=O)c1ccc(NC(=O)NCc2ccncc2)cc1,0.3,63,17%,i,32,-3%,0.2%,1.7%,1.9%,-1%,8%,
COc1ccc(OC)c(S(=O)(=O)N(C)CC(=O)Nc2cc(Cl)ccc2OC)c1,-0.2,64,11%,i,41,-12%,-0.4%,-0.1%,1.4%,-2%,-2%,
CSc1ccc(C(=O)NCC(c2ccco2)N(C)C)cc1[N+](=O)[O-] (stereo not given),0.1,54,12%,i,54,2%,-0.1%,0.5%,-0.4%,-6%,6%,
C=CCNC(=O)c1oc2ccc(S(=O)(=O)N3CCC4(CC3)OCCO4)cc2c1C,0.9,56,3%,i,34,-3%,0.2%,0.1%,1.1%,7%,10%,
Cc1cc(NC(=O)CSc2nc(-c3ccc(Br)cc3)nc3c2c(=O)n(C)c(=O)n3C)no1,-0.8,54,-1%,i,31,2%,-0.4%,0.1%,1.7%,20%,4%,
COC(=O)C(C)N(c1ccc(OC)cc1)S(C)(=O)=O (stereo not given),0.8,32,-2%,i,47,9%,0.3%,0.9%,-1.4%,12%,-3%,
CCCSC1=N/C(=C\c2ccc([N+](=O)[O-])o2)C(=O)S1,·,·,-11%,·,·,7%,-0.3%,-0.4%,·,38%,?,
Cn1c(N2CCC(C(N)=O)CC2)nc2c1c(=O)n(Cc1cccc(Br)c1)c(=O)n2C,-1.2,108,-4%,i,8,2%,0.2%,0.0%,0.5%,10%,4%,
CC(C)(C)c1cc(C(=O)NC2CC2)n(Cc2ccc(F)cc2)n1,0.1,48,-3%,i,56,·,-0.4%,·,·,5%,·,
Cc1ccc(NC(=O)CSc2ccc(-c3ccc4c(c3)OCO4)nn2)cc1F,9.5,67,-4%,i,50,-1%,-0.5%,1.5%,0.4%,11%,-2%,
CCn1ncc(Cl)c1C(=O)Nc1cc(Cl)ccc1Cl,0.1,53,-3%,i,15,-1%,1.1%,0.8%,-0.4%,1%,1%,
Cc1nc2ncnn2c(N2CCN(S(=O)(=O)c3ccc(Br)cc3)CC2)c1C,3.3,30,3%,i,44,-3%,-1.1%,0.1%,-0.5%,4%,1%,
Nn1c(COc2ccccc2)nnc1SCC(=O)O,0.4,80,-1%,i,26,-2%,-0.1%,0.1%,0.3%,3%,1%,
C=CCn1c(Cc2ccc(OC)cc2)nnc1SCC(=O)c1cccc([N+](=O)[O-])c1,0.6,57,7%,i,3,-3%,-0.8%,-0.5%[50 µM],-1.0%,10%,11%,
CCn1c(-c2ccccc2)c(C(=O)O)c2ccccc21,0.0,67,2%,i,33,-1%,0.0%,0.0%,1.3%,9%,10%,
CSc1ccc(-c2nnn(Cc3ccccn3)n2)cc1,1.3,65,-1%,i,19,5%,-0.2%,1.4%,5.0%,18%,10%,
CN(CC(=O)Nc1ccc(F)cc1)CC(=O)N1CCc2ccccc21,-0.3,67,·,·,·,-7%,·,1.2%[50 µM],·,·,-3%,
NCCCC(N)(C(=O)O)C(F)F (stereo not given),1.4,53,-5%,i,66,2%,0.3%,4.7%,0.2%,8%,5%,
Cc1ccc(NC(=O)c2cnc(SCC(=O)c3ccccc3)n(C)c2=O)cc1,6.7,53,-2%,i,32,1%,·,1.1%[50 µM],2.4%,1%,3%,
CCOC(=O)CCCc1c[nH]c2ccccc12,0.5,80,34%,i,23,5%,0.2%,-0.4%,-0.6%,18%,-6%,
Cc1cccc(C)c1-n1c(C)cc(/C=N\NC(=O)CC(=O)NC2CCCCC2)c1C,0.2,60,3%,i,36,-5%,-0.5%,2.0%,6.0%,15%,-6%,
Cc1ccccc1-n1c(SCC(=O)N2CCN(c3ccccc3)CC2)nnc1-c1ccncc1,-0.3,100,-1%,i,38,-4%,-0.5%,0.3%,1.3%,3%,2%,Dengue-2 NS5 capping pilot replicate=-6.0
CCCCNC(=O)c1ccc(CS(=O)(=O)c2ccc(C)cc2)o1,-0.7,68,-1%,i,20,-3%,-0.9%,0.2%,0.0%,6%,9%,
CCOC(=O)c1[nH]c2ccccc2c1NC(=S)Nc1ccccc1,-0.8,66,3%,i,46,-12%,·,i,1.1%,?,108µM*,
COc1ccc(CN2CCN(CC=C(C)C)C(CCO)C2)cc1Cn1cncn1 (stereo not given),-0.6,77,-2%,i,58,-4%,-0.5%,0.3%,0.4%,11%,6%,
Cc1ccc(S(=O)(=O)N(C)/N=C/C=C/c2ccccc2)cc1,-0.8,52,7%,i,43,-1%,-0.7%,1.9%,5.5%,11%,0%,
CCN(CC(=O)NCc1ccc(F)cc1)C(=O)COc1ccccc1[N+](=O)[O-],0.5,43,·,i,56,0%,·,0.9%[50 µM],·,·,2%,
CCOC(=O)C1CCN(C(=O)c2cc3cc(C)ccc3[nH]2)CC1,3.9,67,-11%,i,56,-2%,-1.2%,0.1%,1.9%,6%,11%,
O=c1n(Cc2ccccc2)c2cc(Cl)cnc2n1Cc1ccccc1,1.1,47,-5%,i,36,-5%,-0.5%,1.2%,8.0%,12%,5%,
CC(=O)Nc1ccc(S(=O)(=O)NCC(CCC(=O)O)C(F)(F)F)cc1 (stereo not given),-1.0,45,-2%,i,38,2%,0.2%,0.4%,-0.1%,7%,2%,
CCN(CC)S(=O)(=O)c1ccc(N=Nc2c(N)[nH]c(=O)[nH]c2=O)cc1,-1.1,56,-5%,i,33,-12%,0.0%,0.1%,-0.1%,12%,18%,
CC(CNC(=O)c1ccc(N)cc1)NC(=O)c1ccc(N)cc1 (stereo not given),-0.5,37,-3%,i,1,-8%,-0.2%,0.2%,4.8%,8%,13%,
C/C(CC1(O)C(=O)N(Cc2ccccc2)c2ccccc21)=N\O (stereo not given),5.2,51,7%,i,34,-2%,0.4%,0.6%,-0.3%,12%,1%,
CCC(C(=O)NCCCN1CCCC1=O)n1c2ccccc2c2nc(=O)cc(C)n21 (stereo not given),0.7,54,1%,i,28,-5%,-0.1%,0.3%,·,2%,6%,
CCCN(CC(=O)Nc1cc(C)on1)CC(=O)Nc1ccc(F)c(F)c1F,5.6,55,·,i,41,0%,·,0.5%[50 µM],·,·,4%,
CCCCN(c1ccccc1)S(=O)(=O)c1cccc2cccnc12,4.9,61,9%,i,43,-7%,-0.7%,0.1%,12%,14%,14%,
COc1ccc(C(C(=O)NC(C)(C)C)N(CCO)C(=O)CCC(=O)Nc2cc(C)on2)cc1 (stereo not given),0.2,55,-3%,i,17,-4%,0.2%,0.9%,1.3%,9%,8%,
CC1(c2ccc([N+](=O)[O-])c(CS(=O)(=O)c3ccccc3)c2)OCCO1,0.7,45,-7%,i,60,·,0.1%,·,-1.6%,7%,·,
CCOc1ccc(S(=O)(=O)N(C)CC(=O)NC2CCCC2)cc1,-0.2,70,3%,i,70,0%,-0.8%,0.2%,0.4%,3%,8%,
COc1cc(OC)cc(-c2nnc(SCC(=O)Nc3ccc(C(=O)O)cc3)s2)c1,0.5,57,9%,i,64,13%,-0.4%,-1.4%,1.1%,3%,5%,
COc1ccc(-c2nc3ccccn3c2NCc2ccc3c(c2)OCO3)cc1,0.3,60,5%,i,45,-13%,-0.1%,4.1%,-1.1%,24%,18%,
CCCCCN(C(=O)CCC(=O)OCC(=O)N(CC)c1ccccc1)c1c(N)n(CCCC)c(=O)[nH]c1=O,-0.6,47,-11%,i,41,-2%,·,0.7%[50 µM],-1.7%,10%,-2%,

# New compounds follow.
SMILES,NTR1 ag,NTR1 ag cell count 20 µM,PhoP inhibition,T cell HTS,T cell HTS vesicle-bound %,Dengue-2 NS5 capping,West Nile virus CPE,K1F lysis inhibition,RSV antiviral HEp-2,Large T inhibition,Rac1 GTP hydrolysis,others
N#CCCN1CCN(S(=O)(=O)c2ccc(S(=O)(=O)NC3CCCC3)cc2)CC1,6.8,53,1%,i,64,5%,-0.3%,7.9%,0.0%,-4%,-1%,
O=C(N/N=C/c1cc(Br)cc(Br)c1O)c1cccc(S(=O)(=O)N2CCOCC2)c1,-0.5,53,-2%,i,29,10%,-0.3%,0.2%,19%,7%,3%,
COC(=O)C(Cc1c[nH]c2ccccc12)NC(=O)c1ccc2nc[nH]c2c1 (stereo not given),1.2,63,·,·,·,-1%,·,1.1%[50 µM],·,·,6%,
O=C(N/N=C/c1ccc2c(c1)OCO2)c1ccc2c(c1)OCCO2,0.0,57,6%,i,46,7%,-0.7%,i,0.9%,22%,-13%,

# High-throughput results from PubChem.

# Rows were taken by chance; 1.5% or so of the library scored in one or more.
